Screens from PubChem.
CHX counter: affects cycloheximide protein synthesis inhibition readout, counter-screen | 300,000 compounds, 12% hits | cell reporter, cycloheximide protein synthesis inhibition counterscreen | AID 2314 | max response, %; in the data active = max response mostly above about 13%, no sharp cut-off; inactive = mostly below about 14%; also: read at 38.3 µM for the half of the compounds with a filed dose; 0% is about no effect
Shiga inhibitor: blocks Shiga toxin action in Vero cells | 290,000 compounds, 9.2% hits | inhibition, % at 38.7 µM | Vero cells, Shiga toxin protein synthesis inhibition reporter; in the data active = inhibition mostly above about 28%, no sharp cut-off; inactive = mostly below about 43%; also: 0% is about no effect
Pf growth 48h: P. falciparum growth inhibition at 48 hours (one generation); P. falciparum luciferase growth in erythrocytes, 48 h; Potency, µM (top dose mostly 28.7 µM), inactives show at the highest dose activity change, negative = inhibition, usual class: inhibitors; 310,000 compounds, 5.9% hits; AID 504832; also: potency is read from the fitted curve at half-maximal effect; % is scaled to controls: 0 for no effect and ±100 for the full control effect
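Firefly luciferase activity from engineered P. falciparum reports growth; inhibitors lower the luminescent signal. Cultures contained 2% hematocrit erythrocytes at 0.1% final parasitemia.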
Pf growth 96h: inhibits malaria parasite growth, 96 h | 320,000 compounds, 6.9% hits | AID 504834 | P. falciparum luciferase reporter growth, 96 h | Potency, µM (series often up to 28.7 µM), without a hit: at the highest dose activity change, negative = inhibition, usual class: inhibitors; also: potency is read from the fitted curve at half-maximal effect; % is scaled to controls: 0 for no effect and ±100 for the full control effect
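Two parasite generations (96 h, 37 C, 5% CO2) of compound exposure in infected erythrocytes (0.05% parasitemia, 2% hematocrit). Luciferase-reporter P. falciparum; decreased luminescence indicates inhibited growth, aimed at apicoplast-acting delayed death.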
AMA1 RON2 block: disrupts binding of P. falciparum AMA1 to RON2; AlphaScreen AMA1-biotinylated RON2 peptide binding; Potency, µM (doses to about 58.2 µM), inactives show at the highest dose activity change, negative = inhibition, actives largely listed as inhibitors; 360,000 compounds, 0.2% hits; AID 720542;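 also: potency is read from the fitted curve at half-maximal effect; 0% = vehicle wells and -100% = peptide control; nearly all actives have a fitted effect of over 45% in size; some results filed as inactive show a strong effect at the top dose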
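AMA1 (3D7) with his tag at 25 nM final met compounds first, then biotinylated RON2 peptide at 25 nM; detection used donor plus acceptor beads, 10 µg/mL apiece, read by AlphaScreen after 30 min at room temperature.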
Tb PYK inh: T. brucei pyruvate kinase inhibition; AID 624173; Q57TT1; TbPYK enzyme, Kinase-Glo Plus ATP luminescence, 45 min; Potency, µM (highest dose often 76.8 µM), for inactives: top-dose activity, negative = inhibition, hits mostly inhibitors; 410,000 compounds, 0.12% hits; also: potency is read from the fitted curve at half-maximal effect; % is scaled to controls: 0 for no effect and ±100 for the full control effect; nearly all actives have a fitted effect of over 50% in size
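Enzyme and substrate buffer are dispensed first and compound is pin-transferred. ADP at 130 uM final then starts the reaction, which runs 45 min at room temperature. Detection reagent is added for 10 min before luminescence is imaged.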
LmPK inhibitor: inhibitors of Leishmania mexicana pyruvate kinase | Q27686 | purified LmPK, Kinase-Glo ATP luminescence, 1 h | Potency, µM (series often up to 57.5 µM), without a hit: at the highest dose activity change, negative = inhibition, hits mostly inhibitors | 290,000 compounds, 0.37% hits; also: potency is read from the fitted curve at half-maximal effect; % is scaled to controls: 0 for no effect and ±100 for the full control effect
Target sequence (Q27686 whole entry, looked up): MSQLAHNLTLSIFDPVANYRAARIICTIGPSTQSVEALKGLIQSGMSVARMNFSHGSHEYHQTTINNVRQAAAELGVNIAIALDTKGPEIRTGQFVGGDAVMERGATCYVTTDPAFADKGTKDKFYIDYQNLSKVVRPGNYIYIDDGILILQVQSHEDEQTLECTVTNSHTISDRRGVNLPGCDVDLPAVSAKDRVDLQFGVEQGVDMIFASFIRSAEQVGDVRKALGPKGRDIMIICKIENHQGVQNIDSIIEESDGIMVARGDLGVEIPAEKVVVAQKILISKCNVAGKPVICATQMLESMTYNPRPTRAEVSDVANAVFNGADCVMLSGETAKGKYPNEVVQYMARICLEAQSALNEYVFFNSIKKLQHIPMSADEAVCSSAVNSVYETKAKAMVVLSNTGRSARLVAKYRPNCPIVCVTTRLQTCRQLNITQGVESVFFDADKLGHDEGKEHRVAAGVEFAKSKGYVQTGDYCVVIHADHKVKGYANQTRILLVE
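Pyruvate kinase activity monitored as ATP production (luciferase luminescence). Conditions: 0.1 nM enzyme, 0.5 mM PEP, 0.1 mM ADP, 1 h, RT; normalized against uninhibited and no-enzyme wells.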
Active calls of the source: *; u = inconclusive; x = not tested or not shown; & = joins results of further samples; [ ] = another dose, or the depositor's remark. Unless noted, calls follow the shape of the dose curve; as a rule, active = well fitted curve in the direction sought with a large enough effect; inconclusive = small, poorly fitted or top-dose-only effect, or another doubt; inactive = no such curve, though single readings can be large; an effect the other way counts as inactive or inconclusive. Outcome played no part in choosing rows; about 21% have a hit in one of these screens.

Structure,Pf growth 48h,Tb PYK inh,CHX counter,AMA1 RON2 block,LmPK inhibitor,Pf growth 96h,Shiga inhibitor
O=C(c1ccc(F)cc1)N1CCN(c2ccc([N+](=O)[O-])cc2-n2cccc2)CC1,u,3%,1,-17%,1%,u,18
Cc1scc(C(=O)N/N=C/c2ccc([N+](=O)[O-])o2)c1C,4.1µM*,x,0,x,-4%,1.7µM*,6
CC1Sc2ccc(S(=O)(=O)CCC(=O)Nc3ccc(C(C)C)cc3)cc2NC1=O (centres undefined),-4%,1%,-2,-11%,7%,21%,-11
COc1ccccc1NC(=O)c1ccc2nsnc2c1,174%[activator],-5%,26*,15%,-12%,-1%,107*
N#CC1=C(N)Oc2c(oc(CO)cc2=O)C1c1cccs1 (centres undefined),9%,-7%,-3,15%,7%,u,11
CCN(CC)CCN1C(=O)C2C(C(=O)Nc3ccc(C(C)C)cc3)C3C=CC2(O3)C1C(=O)NC1CCCCC1 (centres undefined),u,-1%,-1,7%,3%,-11%,45
Cc1cccc(NCc2nc(SCC(=O)Nc3ccccc3Br)n[nH]2)c1,6%,-1%,-2,50%[activator],-6%,-5%,6
Cc1ccc(-c2nc(-c3ccccc3)no2)c(Cl)c1,x,-18%,12,134%[activator],-29%,-17%,5
COc1ccccc1Nc1nc(N)nc(CSC(=S)N2CCC(C)CC2)n1,u,-1%,43*,5%[2.32 µM],4%,u,31
COc1ccc(Br)cc1/C=N/NC(=O)CNC(=O)/C=C/c1ccccc1,-1%,-3%,-4,-1%,2%,-6%,-16
O=C(CN1CCN(S(=O)(=O)/C=C/c2ccccc2)CC1)NCC(F)(F)F,-27%,2%,-10,7%,2%,u,-13
Cc1cccc(C(=O)N2CCN(S(=O)(=O)N3CCCCCC3)CC2)c1,28%,7%,-6,-3%,10%,45%[activator],-5
O=C(CCC(=O)OCC(=O)c1ccccc1)NC1CCCCC1,11%,-2%,-2,0%,-3%,7%,-6
COc1ccc(/C=C2/C(=O)N(c3ccccc3)N=C2C)cc1Br,-9%,6%,-4,-5%,12%,-8%,-15
O=[N+]([O-])c1ccc(Sc2cccc[n+]2[O-])c2nonc12,2.9µM*,18µM*,3,12%,u,0.83µM*,-2
Cc1cc(=O)[nH]c(SCC(=O)N2CCN(S(=O)(=O)c3ccccc3)C2)n1,13%,-7%,-1,-4%,4%,3%,48
COc1cccc(N=Cc2c[nH][nH]c2=O)c1,5%,1%,-2,70%[activator],2%,30%,20
COc1ccccc1CNC(=O)C1CCN(C(=O)[C@@H]2Cc3ccccc3CN2)CC1,18%,1%,2,-1%,1%,18%,13
CCCOc1ccc(-c2nnn(CC(=O)Nc3cccc(C(=O)OC)c3)n2)cc1,x,-2%,-2,19%,9%,25%,-4
COc1cc2c(cc1OC)/C(=C/C(=O)c1ccc(C)cc1)NCC2,u,-4%,-1,-3%,-3%,u,3
CCc1cc2c(=O)n(-c3ccc(Br)cc3)cnc2s1,143%[activator],-3%,16*,0%,4%,x,73
COc1ccc(C(=O)C(Cc2ccccc2)N(C)C)cc1 (centres undefined),u,-3%,31*,-7%,2%,1.3µM*,42*
CCOc1ccc(CNC(=O)CCC(=O)N2CCSc3ccccc32)cc1,10%,1%&-3%,4,-4%,0%,-24%,5
CC(C)Cc1ccc(CN2CCC(n3nccc3NC(=O)C3CCCC3)CC2)cc1,u,3%,-3,-14%,-8%,3%,-7
Cc1ccc(NC(=O)CN(C)CC(=O)Nc2sc3c(c2C(N)=O)CCC3)cc1,u,-1%,-1,70%[activator],3%,u,-4
O=C(O)c1cccc(Nc2nc3ccccc3nc2NS(=O)(=O)c2cccs2)c1,24%,-15%,-2,2%,-9%,u,-4
CC(=O)N[C@H]1[C@H](Oc2ccc3c(c2)CCC2C3CC[C@]3(C)C(=O)CCC23)O[C@H](CO)[C@@H](O)[C@@H]1O (some centres undefined),9%,3%,-1,12%,0%,7%,-5
c1ccc(N2CCOCCOCCOCCOCC2)cc1,-3%,2%,2,-13%,3%,33%[activator],4
CCCn1c(=O)c2ccccc2n2c(SCc3nc4ccccc4s3)nnc12,103%[activator],2%,31*,2%,-4%,10µM*,142*
Cc1cccc(/C=C(\C(=O)C(=O)O)c2ccc3ccccc3n2)c1,223%[activator],3%,46*,-21%,-1%,468%[activator],62*
COc1ccc(CCNC(=O)CNC(=O)Cn2ccc3ccccc3c2=O)cc1OC,0%,1%,-4,0%,-6%,-6%,-3
COc1cc(C(=O)NCCc2ccccc2)ccc1OCC(=O)N1CCOCC1,-16%,-4%,x,-3%,x,-16%,x
CC(C)C(=O)NC(=O)COC(=O)/C=C/c1cccs1,10%,-4%,3,-12%,1%,0%,20
COc1cccc(C(=O)NCC(=O)NCc2cc(=O)n(C)c(=O)n2C)c1,-6%,-5%,-3,-3%,1%,u,-10
CCOC(=O)Cc1nn(C)c(=O)c2ccccc12,9%,-7%,1,0%,11%,5.2µM*,-8
CNC(=O)c1ccsc1NC(=O)CN1C(=O)CCC1=O,23%,-1%,-5,-3%,0%,69%[activator],19
O=C(CSc1ccc(Cl)cc1)Nc1cccc(-c2nnc(-c3ccco3)o2)c1,59%[activator],-8%,1,-10%,5%,-18%,2
CCCC(=O)Nc1ccc(N2CCN(C(=O)c3cc4ccccc4o3)CC2)cc1,u,0%,-1,-12%,-1%,26%,2
OC(c1ccc(F)cc1)C(c1ccccc1)N1CCOCC1 (centres undefined),4%,0%,6,8%,2%,1.9µM*,-18
O=C(NC(=O)c1ccccc1Cl)Nc1ccc(-c2cnco2)cc1,19%,0%,1,-8%,-4%,42%[activator],16
O=C(Nc1ccc2c(c1)OCCO2)C1CCN(C(=O)c2ccc([N+](=O)[O-])cc2)CC1,-26%,1%,-3,-1%,9%,13%,11
Oc1ccc(-n2cccc2/C=N/n2cnnc2)cc1,21%,-4%,-2,11%,5%,-5%,2
CCc1c(O)c(/C(C)=N\O)c(=O)n(-c2ccccc2)c1-c1ccccc1,-4%,2%,-3,62%[activator],2%,22%,19
O=C(c1ccc2c(c1)OCO2)N1CCC2(CC1)Oc1ccc(Cl)cc1C(=O)C21CC(c2ccccc2)=NO1 (centres undefined),12µM*,2%,-4,-10%,12%,13µM*,-11
Cc1ccc(NC(=O)CCC(=O)N/N=C/c2cccs2)cc1C,14%,3%,-2,12%,-1%,-17%,2
CSc1ccc(S(=O)(=O)Nc2ccc(NC(C)=O)cc2)cc1,u,-12%,-5,1%,5%,-1%,-17
Cc1csc(=O)n1CC(=O)OCc1nnc(-c2ccc(Cl)cc2)o1,17%,-8%,x,10%,x,65%[activator],x
O=C(NCc1ccco1)C12CN(Cc3ccccc3)CC1C(c1ccc([N+](=O)[O-])cc1)=NO2 (centres undefined),12µM*,-12%,7,-18%,4%,0%,5
CCOC(=O)N1CCC(NC(=O)c2oc3c(F)cccc3c2C)CC1,45%[activator],-5%,65*,-7%,7%,0%,62*
CCCCNc1cc(=O)oc2ccccc12,u,1%,-1,4%,2%,u,13
Cc1ccc(C(=O)N/C(=C/c2cccs2)C(=O)NCc2ccco2)cc1,-3%,4%,7,26%,-1%,0.52µM*,-2
CC(=O)N1CCN(S(=O)(=O)c2cccc(C(=O)NNC(=O)Cn3nc(C)cc3C)c2)CC1,4%,3%,x,55%[activator],x,-6%,x
CCOC(=O)c1ccccc1NC(=O)c1ccccc1NS(C)(=O)=O,2%,-4%,0,6%,5%,11%,-3
Cc1cccc2cc(CN(Cc3ccco3)C(=O)c3ccco3)c(=O)[nH]c12,-28%,-1%,-5,-5%,5%,-29%,-6
COC(=O)N/N=C/C1=C[N+](=O)c2ccccc2[N+]1=O,-11%,4%,x,x,x,u,x
CC(OC(=O)c1ccc(NS(=O)(=O)c2ccc3[nH]c(=O)[nH]c3c2)cc1)C(=O)Nc1ccc(Cl)cc1 (centres undefined),0.83µM*,-2%,5,-10%,4%,0.59µM*,20

Next records:
Structure,Pf growth 48h,Tb PYK inh,CHX counter,AMA1 RON2 block,LmPK inhibitor,Pf growth 96h,Shiga inhibitor
CCOc1ccc(N2CC(C(=O)Nc3ccc(F)cc3F)CC2=O)cc1 (centres undefined),-9%,-3%,0,4%,-7%,9.3µM*,-3
COc1cccc(OCc2cc(C(=O)N3CCN(c4ccccc4OC)CC3)no2)c1,-23%,0%,29*,0%,2%,15%,70*
Cc1cc(C(=O)CSc2nnc(-c3ccco3)o2)c(C)n1-c1ccc2c(c1)OCCO2,x,-14%,4,-7%,12%,12µM*,7
COc1cc(OC)c(OC)cc1/C=N/Nc1ncnc2c1[nH]c1ccccc12,u,-1%,3,0%,-3%,-19%,-12
Cc1cc(=O)[nH]c2ccc(S(=O)(=O)Nc3ccc(O)cc3)cc12,-6%,-4%,-1,-12%,-2%,u,x
Cc1cc(C(=O)NCCCOC(C)C)c2ccccc2n1,20%,2%,4,-12%,-5%,21%,-15
Cc1c(C)c2ccc(OCC(=O)N3CCC[C@@H]3C(=O)O)c(C)c2oc1=O,28%,3%,-1,7%,0%,59%[activator],2
CCOc1ccc(C(=O)OC2CCN(C)CC2)cc1,10%,1%,14*,4%,-3%,39%[activator],26

Shown with values under each structure: part of the list above
Results follow in this order: Pf growth 48h | Tb PYK inh | CHX counter | AMA1 RON2 block | LmPK inhibitor | Pf growth 96h | Shiga inhibitor
CCOc1ccc(N2CC(C(=O)Nc3ccc(F)cc3F)CC2=O)cc1 (centres undefined)
    -9% | -3% | 0 | 4% | -7% | 9.3µM* | -3
COc1cc(OC)c(OC)cc1/C=N/Nc1ncnc2c1[nH]c1ccccc12
    u | -1% | 3 | 0% | -3% | -19% | -12
Cc1cc(=O)[nH]c2ccc(S(=O)(=O)Nc3ccc(O)cc3)cc12
    -6% | -4% | -1 | -12% | -2% | u | x

The listing continues:
Structure,Pf growth 48h,Tb PYK inh,CHX counter,AMA1 RON2 block,LmPK inhibitor,Pf growth 96h,Shiga inhibitor
O=C(OC(C(=O)NCc1cccs1)c1ccccc1F)c1ccco1 (centres undefined),33%[activator],-9%,-3,-6%,5%,20%,-8
O=C(c1ccc2nc[nH]c2c1)N1CCc2ccccc2C1,33%[activator],0%,17,1%,1%,12%,12
CCCCN=Cc1c(C)[nH]n(-c2ccccc2)c1=S,29%,7.9µM*,25*,30%,u,50%[activator],34
COc1ccc(CCNC(=O)[C@H](C)NC(=O)[C@@H]2CSC3c4ccccc4C(=O)N32)cc1 (some centres undefined),-17%,0%,-3,-4%,5%,-9%,-2
COc1ccc(C(=O)C2CCCN(Cc3ccc4nonc4c3)C2)c(OC)c1 (centres undefined),22%,5%,0,0%,1%,u,-1
CCN1C(=O)c2ccccc2S(=O)c2ccc(C(=O)N3CCN(C(=O)c4ccco4)CC3)cc21 (centres undefined),-5%,-2%,-1,-3%,-3%,u,-10
